# esBAF inh: SWI/SNF esBAF complex inhibition. reporter increase, % at 12.5 µM. mouse ES cells, Bmi1-luciferase knock-in reporter, 24 h; 100% = twice the neutral-well signal. actives 2% (n = 350,000); in the data active = activation above about 40%;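 also: 0% = median of the plate's neutral control wells and 100% = double that signal; a rise in the Bmi1 reporter signal indicates esBAF inhibition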
# ARNT-TACC3 inh: disruptors of human ARNT/TACC3 interaction; Q9Y6A5; AlphaScreen His-ARNT PAS-B/GST-TACC3 binding, luminescence; TACC3 fragment carries E629A point mutation; inhibition, % at 9.99 µM; actives 0.66% (n = 390,000); AID 623870;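 active = mean inhibition of replicates at least 50% and at least half of replicates each reaching 50%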;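 also: 0% = complete ARNT plus TACC3 wells and 100% = ARNT alone without TACC3; many hits fall short of the cut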
# * marks the source's active call; other numbers are inactive results. Only part of the results is shown; count on the stated rates, not on these rows.
SMILES,esBAF inh,ARNT-TACC3 inh
CN(c1ccc(OCC(=O)N2CCCCC2)cc1)S(=O)(=O)c1cccs1,-5,-35
Clc1ccc2[nH]cc(-c3nnnn3-c3ccc4ccccc4c3)c2c1,-40,-2
Cc1cc(C)n(C(CC(=O)O)C(=O)O)n1 (stereo unspecified),-4,0
CCOC(=O)c1c(C)nc2sc(C(=O)Nc3ccc(OC)cc3)c(N)c2c1-c1ccc(OC)cc1,-3,-13
N#Cc1nc(Cc2cccc3ccccc23)oc1NCc1ccc(F)cc1,4,7
COC(=O)c1ccc(COc2ccc(C3C4=C(CCCC4=O)Nc4onc(C)c43)cc2)cc1 (stereo unspecified),8,-1
CCOC(=O)c1sc(NC(=O)c2ccc(Br)o2)cc1C,91*,6
O=C(Nc1ncnc2sc3c(c12)CCCCC3)c1ccco1,2,-7
CCS(=O)(=O)NCCCCc1ccccc1,1,-4
COc1ccc(N(C(=O)c2cccnc2)S(=O)(=O)c2ccc3c(c2)n(C)c(=O)n3C)cc1,5,-3
COC(=O)c1[nH]c2ccccc2c1NC(=O)CN1CCCc2ccccc21,33,7
Brc1ccc2nc(CSc3ncn[nH]3)cn2c1,35,-2
O=C(CSc1nnc(-c2ccccc2)n1-c1ccccc1)NCc1ccco1,6,4
CN(C)c1ccc(NC(=O)Nc2ccc3snnc3c2)cc1,69*,31
COc1ccc(N2CCN(c3oc(-c4ccc(OC)c(OC)c4)nc3C#N)CC2)cc1,-3,-3
CC1(C)Cc2c(sc3nc(SCC(=O)NCc4ccco4)n(-c4ccccc4)c(=O)c23)CS1,-2,1
CCOC(=O)c1cnn(-c2nc(CC)nc3sc4c(c23)CCC4)c1N,-2,-8
Cc1ccc(S(=O)(=O)N(C)CC(=O)N2CCc3ccccc32)cc1,-15,-1
CCC(C)c1ccc(S(=O)(=O)N2CCN(C(=O)COc3ccc4c(C)cc(=O)oc4c3)CC2)cc1 (stereo unspecified),17,-11
COc1cc(C(=O)NCCc2ccc(F)cc2)ccc1OCC(=O)N1CCOCC1,10,2
CNC(=O)c1cc(C)c(-c2ccccc2)s1,25,13
CCOc1ccc(-c2nnc(NC(=O)c3ccc(OCC(C)C)c(OC)c3)o2)cc1,21,-6
Cc1nc2ccc(S(=O)(=O)NCC(=O)N3CCN(c4ccccn4)CC3)cc2s1,-1,-2
COc1ccc(-c2cc(CNC(=O)CN(C)Cc3ccccc3)on2)cc1,-3,-1
CCCNC(=O)Cc1c(O)c2ccccc2[nH]c1=O,1,-5
CCOc1ccc(C(=O)CCN2CCCCC2)cc1,-3,1
Cc1cc(NC(=O)COc2ccc(Cl)cc2Cl)n(CCC#N)n1,98*,-3
O=C(Nc1ccccc1C(=O)NC1CCCCC1)c1ccco1,7,-2
CCC(CC)NC(=O)c1cc2c(C)nn(Cc3ccccc3Cl)c2s1,-10,-24
CCOC(=O)C1(CCSC)NC(c2ccco2)C2C(=O)N(C)C(=O)C21 (stereo unspecified),1,1

# Reformatted: entries from further up.
esBAF inh	ARNT-TACC3 inh	smiles
98*	-3	Cc1cc(NC(=O)COc2ccc(Cl)cc2Cl)n(CCC#N)n1
7	-2	O=C(Nc1ccccc1C(=O)NC1CCCCC1)c1ccco1
-10	-24	CCC(CC)NC(=O)c1cc2c(C)nn(Cc3ccccc3Cl)c2s1
1	1	CCOC(=O)C1(CCSC)NC(c2ccco2)C2C(=O)N(C)C(=O)C21 (stereo unspecified)

# Remaining list, next part.
SMILES,esBAF inh,ARNT-TACC3 inh
CC(C)OC(=O)c1nn2c(C(F)(F)F)cc(-c3ccco3)nc2c1Cl,5,-5
C=CCn1c(-c2cccc(Cl)c2)n[nH]c1=S,-2,-1
N#CC1=C(N)N(c2ccc(Oc3ccccc3)cc2)C(=O)C1,-3,-9
CCOc1ccc(OCC)c(NC(=O)CSc2nnnn2CC)c1,-5,-3
Cc1cc(COc2ccccc2OCCN2CCN(C)CC2)no1,-2,0
Cc1cccc(-c2c3c(=O)n(C)c(=O)n(C)c3cn2-c2ccccc2O)c1,-5,2
CCOC(=O)CNC(=O)CSc1nnc(-c2ccco2)n1N,-1,2
Cc1nn(C(=O)C(C)N2C(=O)c3ccccc3C2=O)c(C)c1Br (stereo unspecified),-6,2
O=C(NCc1ccncc1)c1ccc(Cl)c(S(=O)(=O)N2CCOCC2)c1,-9,0
O=C(COC(=O)Cc1ccsc1)NC1CCCCCC1,-3,-2
CS(=O)(=O)N(CC(=O)Nc1ccccc1C(=O)NCc1ccco1)c1ccc2c(c1)OCCO2,3,2
Cc1ccc(C)c(/C(O)=C2\C(=O)C(=O)N(CCCN3CCOCC3)C2c2cccnc2)c1 (stereo unspecified),5,-5
C/C(=C1/SC(N2CCCC2)=NC1=O)c1ccc(Br)cc1,13,9
CCOC(=O)C(O)(CC(=O)Nc1cc(F)ccc1C)C(F)(F)F (stereo unspecified),-4,-2
Nc1nc(SCC(=O)C23CC4CC(CC(C4)C2)C3)n[nH]1,-4,-3

# One compound at a time, as listed above. Values in the order: esBAF inh | ARNT-TACC3 inh
# CCOC(=O)C(O)(CC(=O)Nc1cc(F)ccc1C)C(F)(F)F (stereo unspecified) reads -4 | -2
# CS(=O)(=O)N(CC(=O)Nc1ccccc1C(=O)NCc1ccco1)c1ccc2c(c1)OCCO2 reads 3 | 2
# CCOc1ccc(C(=O)CCN2CCCCC2)cc1 reads -3 | 1

# Back to the main list; the two compounds before the break are reprinted first.
SMILES,esBAF inh,ARNT-TACC3 inh
CCOC(=O)C(O)(CC(=O)Nc1cc(F)ccc1C)C(F)(F)F (stereo unspecified),-4,-2
Nc1nc(SCC(=O)C23CC4CC(CC(C4)C2)C3)n[nH]1,-4,-3
O=C(O)c1ccc(NS(=O)(=O)c2cccc(S(=O)(=O)c3ccc(Cl)c(Cl)c3)c2)cc1,0,5
S=C(NCc1cccnc1)Nc1ccc(Cl)cc1,-9,-1
Cc1cc(NC(=O)Cc2cn3ccsc3n2)n(-c2ccccc2)n1,-13,-1
O=C(NCc1ccccn1)C1CCN(S(=O)(=O)c2ccccc2)CC1,1,-2
COc1ccccc1C1(CC(=O)Nc2nccs2)CCOC(C(C)C)C1 (stereo unspecified),-7,2
O=S(=O)(c1cccc(-c2cn3cccnc3n2)c1)N1CCCCCC1,-1,0
COC(=O)c1ccc(Cl)c(NC(=O)CN(c2ccc3c(c2)OCO3)S(C)(=O)=O)c1,-5,-4
COc1ccc(/C=C/C(=O)CC(O)(c2ccccc2)C(F)(F)F)cc1 (stereo unspecified),-8,-8
CC(C)(C)c1ccc(OCC(=O)NC2CCS(=O)(=O)C2)cc1 (stereo unspecified),-2,1
Cc1ccc(Cn2ccc(NC(=O)c3cc(-c4ccc(Cl)cc4)on3)n2)cc1,0,1
COc1ccc(CCNc2nc(C)nc3c2oc2ccccc23)cc1OC,-28,20
COc1ccc(NC(=O)NC2CCN(C(C)C)CC2)c(OC)c1,-5,-1
CCCCc1nc2ccccc2c(NC(=O)CN2CCCC2)c1CCC,-2,-6
O=C1CC(=C(c2ccccc2)c2ccccc2)C(=O)N1CCCCN1CCN(c2cccc(Cl)c2)CC1,-3,4
COC(=O)C1=C(C(C)=O)C(c2ccc(C(=O)OC)cc2)n2nnnc2N1 (stereo unspecified),-1,-1

# 6 entries drawn at random from those above:
SMILES,esBAF inh,ARNT-TACC3 inh
O=C(O)c1ccc(NS(=O)(=O)c2cccc(S(=O)(=O)c3ccc(Cl)c(Cl)c3)c2)cc1,0,5
O=C(NCc1ccccn1)C1CCN(S(=O)(=O)c2ccccc2)CC1,1,-2
Cc1cc(NC(=O)Cc2cn3ccsc3n2)n(-c2ccccc2)n1,-13,-1
COc1ccc(CCNc2nc(C)nc3c2oc2ccccc23)cc1OC,-28,20
COc1ccc(NC(=O)NC2CCN(C(C)C)CC2)c(OC)c1,-5,-1
O=S(=O)(c1cccc(-c2cn3cccnc3n2)c1)N1CCCCCC1,-1,0

# Next part.
SMILES,esBAF inh,ARNT-TACC3 inh
CC(C)CC(=O)NC(=S)N1CCCCCC1,0,0
CCn1cc(C(=O)NCc2ccc3c(c2)OCO3)c(=O)c2cc(F)c(N3CCN(C)CC3)cc21,-2,1
O=C(ONC1=NCCCCC1)c1c(F)cccc1F,-14,1
Cc1ccc(S(=O)(=O)NCc2cn3c(C)csc3n2)cc1,3,-5
CC(=O)OC(C)(CCC(C)(OC(C)=O)C(C)=O)C(C)=O (stereo unspecified),-3,6
c1ccc2c(c1)c1ccccc1n2CN1CCOCC1,2,-12
CCOC(=O)c1ccc(NC(=O)C2(c3ccccc3)CCOCC2)cc1,-15,3
Cc1sc2ncnc(NCc3ccccc3)c2c1C,-30,-1
Cc1cc(N(CC(=O)O)S(C)(=O)=O)ccc1Br,3,-5
CN(Cc1ccccc1)c1nc2c(c(=O)[nH]c(=O)n2C)n1CCOc1ccccc1,4,-14
O=C(CSc1ncnc2c1cnn2Cc1ccccc1)Nc1ccc2c(c1)OCCO2,-11,-14
COc1ccc(N(C(C)C(=O)NC2CCCCCC2)S(C)(=O)=O)cc1 (stereo unspecified),-3,-3
CC1CCCCC1n1c(=S)[nH]c2ccccc2c1=O (stereo unspecified),2,2
COc1ccc(NC(=O)CSc2nnc(COc3ccccc3)n2Cc2ccco2)cc1OC,3,2
Cc1cc(NS(=O)(=O)c2ccc(NC(=O)COc3ccc(Cl)cc3)cc2)no1,-5,-4
O=C(Nc1cccc2ccccc12)c1cnccn1,63*,3
CSc1ccc(S(=O)(=O)N2CCCC2)cc1,1,-11
COc1cc(OC)cc(C(=O)NC2CCN(C(=O)N3c4ccccc4Sc4ccccc43)CC2)c1,1,-8
CCOc1ccc(C(=O)NC2CCN(C(=S)NCc3ccco3)CC2)cc1,-3,-5
COc1ccc(C(=O)c2sc3nc(-c4ccccc4)ccc3c2N)cc1,8,-5
O=C(NCN1CCCCC1)c1cnccn1,1,-3
CC(C)OC(=O)CSc1nnc(-c2cnccn2)n1C,1,-3
OCCCN=c1cc(-c2ccccc2)oc2ccc(Cl)cc12,72*,4
COc1ccc(-c2noc(CCC(=O)NC3CCN(Cc4ccccc4)CC3)n2)cc1,-18,-8
CCCc1nnc(SCC(=O)N2C(C)CCCC2C)n1CCCOC (stereo unspecified),-6,-2
Nc1ccc(S(=O)(=O)Nc2ccc(S(N)(=O)=O)cc2)cc1,-3,-6
COc1ccc(Nc2nc3c(c(=O)n(C)c(=O)n3C)n2CCO)cc1,-1,8
CC(C)(C)N(Cc1ccccc1)C(=O)c1ccc2c(c1)OCCO2,-7,-10
Cc1nnc(C)c2c(C)n(C(C)c3ccccc3)c(C)c12 (stereo unspecified),-29,11
Cc1ccc(C(NC(=O)N2CCOCC2)=C(Cl)Cl)cc1F,-13,1
Cc1ccc(C(=O)N/N=C/c2ccc([N+](=O)[O-])s2)cc1,-83,24
CC1Cc2cc(C3(O)C(=O)c4ccccc4C3=O)ccc2N1 (stereo unspecified),8,-1
COC(=O)c1ccc(NC(=S)NCCc2ccccc2)cc1,-4,-4
Cc1c(Cl)cccc1NS(=O)(=O)c1ccc2c(c1)C1C=CCC1C(c1ccc(C(=O)O)cc1)N2 (stereo unspecified),1,16
Cn1ccnc1SCc1ccc([N+](=O)[O-])cc1,-5,-8
c1cncc(-c2nnc(SCc3nc4ccccc4[nH]3)o2)c1,-1,-1
CSc1nc(C)c2c(n1)N(c1ccc(F)cc1)CC2,-10,-5
c1ccc(-n2nnc3ccccc32)nc1,61*,-4
Cc1sc(=NC(=O)c2ccco2)n(C)c1-c1ccccc1,-9,-1
CCOC(=O)C1CCc2nc3ccccc3c(=O)n21 (stereo unspecified),-3,2
Cc1cc(C(=O)OCC(=O)c2c(N)n(C)c(=O)n(C)c2=O)c(C)o1,10,-2
COc1ccc(C2SCC(=O)N2CCCN(C)C)cc1 (stereo unspecified),-6,-1
CCCn1c(SCC(=O)N2c3ccc(F)cc3CCC2C)nnc1-c1ccccn1 (stereo unspecified),-1,-3
O=C1c2ccccc2C(=O)N1CCCCCc1nc(-c2ccccc2)no1,5,2
Cc1cc(C(F)F)n2nc(C(=O)O)nc2n1,-2,18
Cc1ccc2nc(SCCCCOc3ccccc3)[nH]c2c1,2,-9
O=C1CSC(c2ccccc2)N1CC12CC3CC(CC(O)(C3)C1)C2 (stereo unspecified),-7,-1
Cc1ccc(Nc2cc(=O)[nH]c(=O)[nH]2)c(C)c1,1,0
Cc1ncc([N+](=O)[O-])n1CCOC(=O)NC(NCc1ccccc1)C(Cl)(Cl)Cl (stereo unspecified),16,-2
CCOC(=O)C1CCCN(C(=O)c2c(-c3ccccc3Cl)noc2C)C1 (stereo unspecified),6,-11
CCCc1nc2c(C)ccc(C)c2c(N)c1CC,-5,0
CCN1/C(=C/c2ccc3cc(C)ccc3[n+]2CC)Sc2ccc3sccc3c21,-87,-6
Cc1cc(=O)oc(C)c1C(=O)NCCc1ccccc1,6,-7
CC(=O)c1cc2c(cc1NC(=O)C1CC=CCC1C(=O)O)OCO2 (stereo unspecified),2,0
O=C(COc1ccc(Br)cc1)Nc1ccc([N+](=O)[O-])cn1,-1,-4
COc1cccc(C(=O)N(Cc2cc3cc(C)ccc3[nH]c2=O)C(C)C)c1,8,-5
CN(C)S(=O)(=O)c1ccc(C(=O)NCc2ccccc2)cc1,5,-2
C=CCN=C(C)C1=C(O)CCC1=O,-2,-2
Cc1ccc(NC(=O)c2ccsc2)cc1NS(C)(=O)=O,-4,4
Cc1ccc2c(c1)c1c(n2CC(O)Cn2ccnc2C)C(=O)CCC1 (stereo unspecified),3,1
